Growth percent in the NCI-60 one-dose screen (48 h, 10 µM unless noted): 100 = growth as untreated, 0 = no growth, -100 = all killed.
SK-OV-3: SK-OV-3 ovarian cancer cells. 3.2% of 80,000 active
NCI/ADR-RES: NCI/ADR-RES ovarian cells | 4.4% of 81,000 active
NCI-H23: NCI-H23 lung cancer | 4% of 80,000 active | AID 1794731
OVCAR-5: OVCAR-5 ovarian cancer; 2.9% of 82,000 active
OVCAR-4: OVCAR-4 ovarian cancer cells | 3.7% of 80,000 active | AID 1794784
SN12C: SN12C renal cancer cells; 3.8% of 81,000 active; AID 1794767
NCI-H226: NCI-H226 lung cancer. 3.5% of 79,000 active
OVCAR-3: OVCAR-3 ovarian cancer; 7% of 79,000 active; AID 1794787
IGROV1: IGROV1 ovarian cancer; 4.7% of 79,000 active; AID 1794786
Numbers without * were called inactive; x = not tested or not shown; & = joins results of further samples; [ ] = dose if it differs, or a comment. How the source made its calls: active means growth percent below 10; inactive means the rest. Compounds as they come. Share with any hit: about 9.4%.

Start of the data: the first three records, to show the layout:
SMILES,IGROV1,SK-OV-3,NCI-H226,OVCAR-4,SN12C,OVCAR-3,NCI/ADR-RES,NCI-H23,OVCAR-5
CCCCCc1cc[n+](CC(=O)c2ccccc2)cc1,108&92,105&101,89&97,85&110,103&100,105&95,103&99,93&97,101&98
O=[N+]([O-])c1ccc(N=Nc2c(S(=O)(=O)O)cc3cccc(S(=O)(=O)O)c3c2O)cc1,106,93,104,101,87,120,101,114,94
Nc1ncnc(Cl)c1[N+](=O)[O-],117,99,96,116,108,104,96,92,90

The whole of this part, repeating the preview:
SMILES,IGROV1,SK-OV-3,NCI-H226,OVCAR-4,SN12C,OVCAR-3,NCI/ADR-RES,NCI-H23,OVCAR-5
CCCCCc1cc[n+](CC(=O)c2ccccc2)cc1,108&92,105&101,89&97,85&110,103&100,105&95,103&99,93&97,101&98
O=[N+]([O-])c1ccc(N=Nc2c(S(=O)(=O)O)cc3cccc(S(=O)(=O)O)c3c2O)cc1,106,93,104,101,87,120,101,114,94
Nc1ncnc(Cl)c1[N+](=O)[O-],117,99,96,116,108,104,96,92,90
COc1ccc2nc(-c3cnn4cccnc34)sc2c1,69,94,94,83,97,103,103,98,100
CCS(=O)(=O)Oc1ccc2c3c(c(=O)oc2c1)CCCCC3,111,102,100,97,92,109,104,102,94
CCN(CC)c1cc2oc3cc(N)cc(=N)c-3nc2cc1C,51,103,85,-6.5*,31,25,1.4*,14,32
C1CCC(OC2CSC2)OC1 (stereo not given),109,108,103,98,104,107,104,94,113
CC(Br)C(OC(=O)c1ccco1)c1cc2c(cc1Br)OCO2 (stereo not given),78,96,95,92,99,89,82,85,94

An excerpt from above in order of SMILES length, low to high:
SMILES,IGROV1,SK-OV-3,NCI-H226,OVCAR-4,SN12C,OVCAR-3,NCI/ADR-RES,NCI-H23,OVCAR-5
COc1ccc2nc(-c3cnn4cccnc34)sc2c1,69,94,94,83,97,103,103,98,100
CCCCCc1cc[n+](CC(=O)c2ccccc2)cc1,108&92,105&101,89&97,85&110,103&100,105&95,103&99,93&97,101&98
CC(Br)C(OC(=O)c1ccco1)c1cc2c(cc1Br)OCO2 (stereo not given),78,96,95,92,99,89,82,85,94

Later entries
SMILES,IGROV1,SK-OV-3,NCI-H226,OVCAR-4,SN12C,OVCAR-3,NCI/ADR-RES,NCI-H23,OVCAR-5
O=C(Nc1cccc(C2=NCCN2)c1)c1ccc(N=Nc2ccc(C(=O)Nc3cccc(C4=NCCN4)c3)cc2)cc1,59,77,81,x,50,77,100,44,77
C=C1C(=O)O[C@H]2[C@H]1CC/C(COC(=O)CSCCSCC(=O)OC/C1=C/CC[C@@]3(C)O[C@H]3[C@H]3OC(=O)C(=C)[C@@H]3CC1)=C\CC[C@@]1(C)O[C@@H]21,-9.6*,89,9.0*,40,-10*,-12*,60,41,22
CCOC(=O)/C(=C/c1ccc(OC)cc1)C(=O)c1ccccc1,69,93,99,104,80,76,72,82,121
CN(CCOc1ccc(CC2SC(=O)NC2=O)cc1)c1ccccn1 (stereo not given),98,106,99,110,88,110,101,100,95
CCOC(=O)c1ccc2[nH]c(-c3ccccc3)cc(=O)c2c1,93,112,x,x,98,106,102,100,101
CNC(=O)c1cc(Oc2ccc3nc(NC(=O)Nc4ccc(CN5CCOCC5)c(C(F)(F)F)c4)sc3c2)ccn1,40,79,17,20,28,6.9*,4.7*,-4.1*,39
O=c1[nH]c2ccccc2cc1CSc1ccccc1Nc1nccc(-c2ccc3ccccc3c2)n1,72,131,89,77,82,81,92,x,119
CCCCC1(CCCC)NC(=O)NC1=O,103,97,91,98,97,109,100,101,101
COc1cccc(-n2cc(-c3nc(Nc4cc(C)[nH]n4)c4ccccc4n3)nn2)c1,18,11,50,17,41,59,31,61,56
CC(=O)c1ccc(NC(=O)CSc2nnc(-c3ccc(NC(=O)c4cccnc4)cc3)n2N)cc1,107,107,102,112,99,113,105,102,100
Cc1cc(-c2ccccc2)n2nc(N)nc2n1,110[3.58 µM],113[3.58 µM],100[3.58 µM],103[3.58 µM],99[3.58 µM],102[3.58 µM],112[3.58 µM],107[3.58 µM],106[3.58 µM]
CSc1ccc(/C=C2\C=Cc3ccccc32)cc1,80,97,78,111,99,94,98,91,102
C=CCN1C(=O)C2(c3ccccc31)N(C)CC(c1ccc([N+](=O)[O-])cc1)C21SC2=NC3C(NN2C1=O)N(CC)C(=O)N3CC (stereo not given),93,107,x,111,107,101,104,103,96
C=C(C)[C@@H]1CC[C@]2(C(=O)O)CC[C@]3(C)[C@H](CC[C@@H]4[C@@]5(C)C[C@@H](CC#Cc6ccc(C#N)cc6)[C@H](O)C(C)(C)[C@@H]5CC[C@]43C)[C@@H]12,76,83,59,71,55,48,65,49,97
C/C=C\COc1cc(C)c(Cl)cc1Cl,107,112,87,95,95,116,115,111,108
CCCCCCCCCCCCCCCC#N,115,98,90,99,106,102,103,100,85
CN1CCN(c2ccc(Nc3nc(NCCCNC(=O)c4ccccc4)c4sccc4n3)cc2)CC1,95,113,85,78,84,78,82,83,88
N#C/C(=C/c1ccc(Cl)cc1)c1nc(-c2cc3cc(Br)ccc3o2)cs1,88,102,88,100,99,100,97,83,86
COc1ccc(/C=C/C(=O)c2cc3c(N)c(C(=O)Nc4ccc(OC)cc4)sc3nc2C)cc1,33,16,49,54,32,2.9*,6.3*,33,43
c1cc(CCc2ccncc2)ccn1,96,109,107,106,87,136,100,101,93
CCCCCCSc1ncnc2nc[nH]c12,83,x,85,88,92,103,91,92,99
COCC1OC(OC)C(OC)C(OC)C1OC (stereo not given),97,86,x,102,102,110,96,99,107
NC1=NN(c2nc3ccccc3[nH]c2=O)C(=O)C1,107,105,99,102,100,100,105,97,102
CC(=O)c1ccc[n+](Cc2c(Cl)cccc2Cl)c1,110,105,101,99,102,109,104,93,106
COc1ccc2c(c1)N(CCO)C1=C(C(=O)CCC1)C2c1ccccc1 (stereo not given),101,102,99,111,103,115,99,95,84
Cc1ccc(C(=O)c2ccccc2Cl)cc1,99,103,101,98,95,110,106,101,96
CCOc1ccc(-c2cc(-c3cc(C(C)C)c(O)cc3C)nn2-c2ccc(S(N)(=O)=O)cc2)cc1,80,55,67,30,31,36,4.1*,28,53
CCCCNC(=O)OCn1cnc2c(SCCC)ncnc21,105,106,96,106,125,111,103,104,107
C[C@]12O[C@H](C[C@]1(O)CO)n1c3ccccc3c3c4c(c5c6ccccc6n2c5c31)CNC4=O,-26*,-46*,-69*,-23*,-42*,0.9*,-38*,-58*,4.9*
COc1ccc(-c2nnc(COc3ccc(NC(=O)Nc4ccccc4)cc3F)o2)cc1,99,99,95,76,91,2.7*,97,92,114
COc1ccc(-c2c[nH]c(C(=O)O)c2-c2cc(OC)c(OC)c(OC)c2)cc1,55,53,89,50,44,-2.0*,24,49,81
COc1cc2nc(Sc3nnc(N)s3)n(Cc3ccccc3)c(=O)c2cc1OC,99,114,93,109,106,102,103,95,101
C=CCn1c2ccc(Br)cc2c2c3c(c4c5ccccc5ccc4c21)C(=O)NC3=O,94,104,90,99,97,104,101,96,94
Cc1[nH]nc2ccc3nc(-c4cn[nH]c4C(F)(F)F)c4c(c3c12)CCCC4,-42*,-54*,-6.0*,30,-22*,-15*,20,-8.3*,3.2*
CCCCOC(C)OCc1ccc2c(c1)OCO2 (stereo not given),94,x,92,108,103,x,96,90,107
CNC(=O)c1cccn1C,112,111,101,x,112,112,108,107,111
O=C(/C(=N/OCc1ccccc1)c1ccccc1)c1ccccc1,105,95,87,86,104,100,100,91,98
NC(N)=NCCCCNC(=O)C1=NOC2(C=C(Br)C(=O)C(Br)=C2)C1,114,111,111,105,108,103,105,101,115
CCOC(=O)c1ccc(N2C(=O)CC(SC3=NC(c4ccc(OC)cc4)C=C(c4ccccc4)N3)C2=O)cc1 (stereo not given),117,115,98,98,91,123,109,x,106
Cc1ccc(S(=O)(=O)NC(c2ccc(Br)cc2)c2nnc(-c3ccccc3)o2)cc1 (stereo not given),100,114,99,115,93,123,110,103,102
COc1ccc2cc(-c3ccnc4c(N=Nc5ccccc5)c(N)nn34)ccc2c1,98,72,93,103,98,109,108,99,88
Nc1nc2cc(Cl)c(Br)cc2o1,x,109,109,105,92,101,110,91,91
CC(C)=NNS(=O)(=O)c1ccc(C)cc1,104,106,100,99,103,112,113,107,98
O=C(Nc1ccc(C2=NCCN2)cc1)c1ccc(C(=O)Nc2ccc(C3=NCCN3)cc2)c(Cl)c1,119,123,112,132,105,94,130,108,110
COc1ccc(/C=C/C(c2cc(OC)c(OC)c(OC)c2)n2cncn2)cc1O (stereo not given),50,13,62,84,50,16,11,42,87
CC1(C2CCCCC2)NC(=O)NC1=O (stereo not given),93,89,104,110,x,108,98,97,98
c1cc[n+](C2c3ccccc3-c3ccccc32)cc1,98,74,99,90,97,98,106,93,96
CC(=O)N=C1N(/C=C2\C(=O)Oc3ccccc3C2=O)C(=O)/C(=C/c2ccc(OC(C)=O)cc2)N1C,104,106,97,104,93,104,101,100,104

Profiles, looked up by structure. Order of values: IGROV1	SK-OV-3	NCI-H226	OVCAR-4	SN12C	OVCAR-3	NCI/ADR-RES	NCI-H23	OVCAR-5
COc1ccc(/C=C/C(c2cc(OC)c(OC)c(OC)c2)n2cncn2)cc1O (stereo not given) reads 50	13	62	84	50	16	11	42	87
COc1ccc2cc(-c3ccnc4c(N=Nc5ccccc5)c(N)nn34)ccc2c1 reads 98	72	93	103	98	109	108	99	88
c1cc[n+](C2c3ccccc3-c3ccccc32)cc1 reads 98	74	99	90	97	98	106	93	96

(more compounds)
SMILES,IGROV1,SK-OV-3,NCI-H226,OVCAR-4,SN12C,OVCAR-3,NCI/ADR-RES,NCI-H23,OVCAR-5
NC(Cc1ccccc1)C(=O)Nc1nnc(C2CC2)s1 (stereo not given),102,86,98,105,101,101,103,98,94
O=C(Nc1nccs1)c1ccoc1COc1ccccc1,108,107,101,102,101,115,108,96,103
C1NNCC12CNNC2,108,105,x,106,102,115,104,105,118
CN1CCN(C(=O)c2ccc(-c3nc4ccc5[nH]ncc5c4c4c3CCC4)cc2)CC1,55,75,60,79,76,101,92,79,80
Cc1cc2c(c(O)c1Br)-c1ncoc1C(=O)[C@]1(C)CC[C@H](C(C)C)[C@H]21,52,57,38,52,54,18,28,37,73
CCOC(=O)c1cc(C(=O)c2cc(OC)cc(OC)c2)n2c1ccc1c3ccccc3ccc12,86,112,83,21,73,83,67,82,99
O=C1C2=C(SC3c4cccn4CCN3C2=S)c2ccccc21 (stereo not given),83,124,108,104,102,107,102,99,101
Nc1ccc2c(c1)C(=O)c1cc([N+](=O)[O-])ccc1-2,93,112,95,104,98,111,104,102,98
Nc1oc2ccc(Cl)cc2c(=O)c1-c1ccc(Cl)cc1,116,96,92,106,98,94,109,84,95
COc1cccc(C2CC(=O)Nc3cc4c(cc32)OCO4)c1OC (stereo not given),93,102,x,95,103,100,92,92,99
O=C1Nc2ccccc2/C1=N/N=C/c1c[nH]c2ccccc12,36,x,63,60,74,70,91,82,82
COc1ccc(-c2nc3ccc(-c4nnc(SCC(=O)Nc5ccc(C(C)=O)cc5)o4)cc3[nH]2)cc1OC,105,112,104,118,107,123,114,x,106
COc1ccc(NC(=O)CCSc2nc3ccccc3c(=O)n2Cc2cc(OC)c(OC)c(OC)c2)cc1,77,93,77,71,75,x,87,90,102
Fc1ccc(-c2csc(N/N=C/c3cccs3)n2)cc1,72,95,70,73,91,115,101,80,120
COCC(=O)Oc1cc(-c2ccc(C)cc2C)c(OC(=O)COC)c(-c2ccc(C)cc2C)c1,50,66,60,50,56,52,68,69,38
CCOC(=O)NC(C)c1ccccc1 (stereo not given),94,111,99,111,104,108,103,95,109
CCCCCCCCCCCCCCCCCCOc1cccc(CC(=O)OCC[N+](C)(C)C)c1,51,103,94,90,96,104,101,89,85
COc1ccc(-c2nn(-c3ccc(NC(=O)c4cc(C(F)(F)F)cc(C(F)(F)F)c4)cc3)cc2-c2ccncc2)cc1Cl,75,78,91,90,77,60,64,72,64
COC(=O)[C@]12CC[C@@H](C(/C=C/c3cccnc3)=N/O)[C@@H]1[C@H]1CC[C@@H]3[C@@]4(C)CC(=C/c5cccnc5)/C(=N/O)C(C)(C)[C@@H]4CC[C@@]3(C)[C@]1(C)CC2,17,65,14,41,44,37,34,43,61
CCOC(=O)c1c(C)nc2c(c1N)/C(=C/c1ccc(OC)cc1)C(=O)N2Cc1ccc(F)cc1,-9.8*,9.6*,8.5*,21,-40*,-91*,15,-38*,-45*
CO/N=C(/C(=O)N[C@@H]1C(=O)N2C(C(=O)O)=C(CSc3nc(=O)c(=O)[nH]n3C)CS[C@H]12)c1csc(N)n1,103,118,101,106,105,119,106,97,x
O=C(Nc1ccc([N+](=O)[O-])cc1)c1ccc(Cl)c(Cl)c1,94,107,65,48,76,61,66,47,103
O=C(Nc1cccc(-c2ccccc2)c1)N1CCN(C(=O)Nc2cccc(-c3ccccc3)c2)CC1,x,96,101,94,102,97,97,103,87
Cc1nc(-c2cc3ccccc3c(=O)o2)cs1,97,96,93,100,91,111,98,89,118
Cc1nc(Cl)sc1[C@H](O)COS(N)(=O)=O,96,115,97,113,102,124,103,97,107
O=C(COc1ccc([N+](=O)[O-])cc1Cl)N1CCOCC1,111,109,110,96,101,108,104,119,101
CCOC(=O)c1c(NC(=O)NCc2ccccc2)sc2c1CCCC2,92,x,x,76,89,104,91,95,98
COc1ccccc1NC(=O)/C=N/O,107,98,93,108,101,108,102,98,100
COC(=O)c1nc(-c2ccccc2)oc1N1CCOCC1,90,93,85,102,102,125,104,94,86
CCOC(=O)C1=C(C)NC(=O)NC1c1ccc(F)cc1 (stereo not given),106,95,90,103,96,113,108,110,108

Screens: PubChem BioAssay, NCI
